TGFb inhibitor – inhibitors of TGF-b signaling; HepG2 CAGA-GFP TGF-b/SMAD3 reporter, GFP fluorescence, 18 h; TGF-beta stimulated, 500 pg/mL final; Potency, µM (doses to about 46.1 µM), inactives show at the highest dose activity, negative = inhibition, hits mostly inhibitors; 410,000 tested, 1.2% active; AID 588855; note: % is set by controls: 0 for no effect and ±100 for the full control effect; nearly all actives have a fitted effect of over 65% in size
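Per well, imaged GFP fluorescence of HEPG2 CAGA-GFP cells gives the signal; cells get compound, then TGF-beta (500 pg/mL final), 18 h at 37 degrees C; %Activity versus -TGF-beta and +DMSO controls.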
EPAC2 antagonist – blocks human EPAC2 exchange factor; Q8WZA2; EPAC2 GEF exchange of Rap1B-BODIPY-GDP, fluorescence; Potency, µM (doses to about 114 µM), inactives show at the highest dose activity, negative = inhibition, most hits filed as inhibitors; 360,000 tested, 0.18% active; AID 720708; note: % is set by controls: 0 for no effect and ±100 for the full control effect; nearly all actives have a fitted effect of over 45% in size; many of its hits are not listed in these tables
Target sequence (Q8WZA2 whole entry, looked up): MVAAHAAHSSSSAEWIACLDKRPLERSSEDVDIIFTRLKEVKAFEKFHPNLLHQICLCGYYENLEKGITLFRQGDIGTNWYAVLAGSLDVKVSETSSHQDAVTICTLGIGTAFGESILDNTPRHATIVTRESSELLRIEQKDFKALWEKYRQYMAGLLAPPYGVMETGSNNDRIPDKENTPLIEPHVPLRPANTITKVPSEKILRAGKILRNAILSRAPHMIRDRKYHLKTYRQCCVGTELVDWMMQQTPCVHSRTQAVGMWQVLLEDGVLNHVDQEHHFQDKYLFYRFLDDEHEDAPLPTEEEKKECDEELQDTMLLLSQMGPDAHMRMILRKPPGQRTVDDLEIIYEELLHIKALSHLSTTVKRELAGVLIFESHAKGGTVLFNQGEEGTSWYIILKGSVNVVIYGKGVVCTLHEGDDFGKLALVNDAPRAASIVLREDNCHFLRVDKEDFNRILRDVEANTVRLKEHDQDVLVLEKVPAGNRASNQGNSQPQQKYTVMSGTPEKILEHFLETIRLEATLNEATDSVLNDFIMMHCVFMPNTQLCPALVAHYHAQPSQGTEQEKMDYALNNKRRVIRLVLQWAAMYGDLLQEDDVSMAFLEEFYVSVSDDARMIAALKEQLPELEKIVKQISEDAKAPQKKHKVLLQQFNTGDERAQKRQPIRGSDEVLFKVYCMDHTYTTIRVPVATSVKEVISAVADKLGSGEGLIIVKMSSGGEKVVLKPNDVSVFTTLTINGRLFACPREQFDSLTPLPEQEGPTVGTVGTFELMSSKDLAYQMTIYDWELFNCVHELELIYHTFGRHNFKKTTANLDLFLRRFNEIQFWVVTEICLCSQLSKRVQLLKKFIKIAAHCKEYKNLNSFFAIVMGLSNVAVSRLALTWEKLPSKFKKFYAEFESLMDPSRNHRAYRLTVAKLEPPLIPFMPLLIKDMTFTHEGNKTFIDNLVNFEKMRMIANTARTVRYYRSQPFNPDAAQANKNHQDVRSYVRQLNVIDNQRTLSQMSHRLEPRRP
HepG2 viability – HepG2 cytotoxicity, counter-screen for TGF-b inhibitors | 410,000 tested, 0.76% active | HepG2 CAGA-GFP viability, ATP luminescence, 18 h | Potency, µM (series often up to 46.1 µM), for the others: at the top dose activity change, negative = cytotoxicity, usual class: cytotoxic; note: some results filed as inactive show a strong effect at the top dose
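CellTiter-Glo luminescence gave cytotoxicity after 18 hours at 37 degrees C. The cells were HepG2 CAGA-GFP in 1% FBS DMEM, stimulated with 500 pg/mL TGF-beta after compound addition. %Activity was normalised to no-cell wells (complete cell-killing) and DMSO (no toxicity), and curves were fitted and classified.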
S2 tox – cell viability loss in ATXN counter-screen | Potency, µM (top dose mostly 56.7 µM), hits mostly cytotoxic | 400,000 tested, 0.49% active | S2 cells (HEK-293 line with an ATXN2-luciferase reporter) viability, CellTiter-Fluor protease fluorescence, 24 h; note: nearly all actives have a fitted effect of over 40% in size
Nrf2 inh – Nrf2 pathway inhibition; A549 ARE-Fluc reporter, luciferase luminescence, 18-24 h; Potency, µM (titrated, usually from 46 µM), without a hit: top-dose activity change, negative = inhibition, hits mostly inhibitors; 360,000 tested, 2.1% active; note: % is set by controls: 0 for no effect and ±100 for the full control effect; nearly all actives have a fitted effect of over 60% in size
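Nrf2 function is reported as luminescence of an ARE-controlled luciferase in A549 cells. Compounds were tested at several concentrations, and a CellTiter-Fluor read on the same wells flagged cytotoxicity.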
ATXN2 expr inh – inhibitors of ATXN2 expression; AID 1745845; HEK-293 ATXN2-luciferase reporter, luminescence, 24 h; Potency, µM (top dose mostly 57 µM), inactives show at the top dose activity change, negative = inhibition, actives largely listed as inhibitors; 360,000 tested, 0.72% active; note: % is set by controls: 0 for no effect and ±100 for the full control effect; nearly all actives have a fitted effect of over 55% in size
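qHTS (up to 57 uM final) was run with 24 h compound exposure of reporter cells at 37 °C. Each well was multiplexed: SteadyGlo luminescence measured ATXN2-luciferase expression after a fluorogenic Gly-Phe-AFC viability readout (25 uM final).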
MCF10A rereplic – inducers of DNA re-replication in MCF 10A breast cells. MCF 10A DNA re-replication, Hoechst nuclear intensity, 48 h. AID 624296. Potency, µM (titrated, usually from 46.1 µM), inactives show at the highest dose activity, positive = re-replication, usual class: activators. 350,000 tested, 2.9% active; note: % of control where 0% means no effect; nearly all actives have a fitted effect of over 50% in size
A549 tox – A549 cytotoxicity, counter-screen for Nrf2 inhibitors; Potency, µM (titrated, usually from 46 µM), without a hit: at the top dose activity change, negative = cytotoxicity, hits mostly inhibitors; 390,000 tested, 0.16% active; AID 504648; A549 ARE-Fluc cells, CellTiter-Fluor viability, 18-24 h; note: % is set by controls: 0 for no effect and ±100 for the full control effect
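A549 ARE_Fluc cells in 5% FBS OPTI-MEM were exposed to compounds in concentration-response for 18-24 h at 37 deg C. Viability was read by CellTiter-Fluor fluorescence (Ex 405/Em 525) after 30 min, before the luciferase read.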
Nrf2 activator – activates Nrf2 signaling; AREc32 ARE-luciferase reporter (MCF7-derived line), luminescence, 24 h; Potency, µM (top dose mostly 46.1 µM), for inactives: at the highest dose activation, usual class: activators; 410,000 tested, 0.31% active; AID 624171; note: % of control where 0% means no effect; nearly all actives have a fitted effect of over 65% in size
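ARE-driven firefly luciferase activity in AREc32 cells measured after a 24 hr compound exposure at 37 deg C, using Steady-Glo reagent and a 30 min room-temperature hold.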
* marks the source's active call; other numbers are inactive results; i = inactive; ? = inconclusive; nt = not tested or not shown; & = joins results of further samples; [ ] = another dose, or the depositor's remark. Calls come from the whole dose curve; as a rule, active = well fitted curve in the direction sought with a large enough effect; inconclusive = small, poorly fitted or top-dose-only effect, or another doubt; inactive = no such curve, though single readings can be large; an effect the other way counts as inactive or inconclusive. Potency is the fitted concentration of half-maximal effect. Some of the compounds tested (hit frequency here may not be typical).

smiles | TGFb inhibitor | EPAC2 antagonist | HepG2 viability | S2 tox | Nrf2 inh | ATXN2 expr inh | MCF10A rereplic | A549 tox | Nrf2 activator
O=C1CC(C(=O)Nc2ccccc2)S/C(=N\NC(=O)c2ccccc2Cl)N1 (configuration not stated) | 2% | 18% | -3% | i | 4% | nt | 1% | 5% | 0.1%
COc1cccc(-c2cnc3c(NC=O)cc(-c4cc(OC)c(OC)c(OC)c4)cn23)c1 | 32%[activator] | -18% | -47% | ? | nt | -26% | nt | nt | 3.4%
O=C(c1cc2c(=O)[nH]c3ccccc3c2s1)N1CCN(c2ccc(F)cc2)CC1 | -3% | nt | 4% | i | 5% | 2% | nt | -1% | -0.9%
FC(F)(F)Sc1ccc(NC(=S)NCc2ccccc2)cc1 | ? | -14% | -125% | ? | ? | nt | ? | -16% | 3.1%
CCOc1ccc(NC(=O)CN(C)Cc2ccc3c(c2)OCO3)cc1S(=O)(=O)N1CCCC1 | -12% | -8% | -8% | i | -11% | -9% | 15% | 8% | -0.1%
FC(F)Oc1ccc(-c2csc(Cc3nnc4n3CCCCC4)n2)cc1 | 0% | -3% | -3% | i | ? | -8% | 17% | 0% | -0.7%
Cc1cc(=O)[nH]c(N/N=C/c2ccc(Cl)c([N+](=O)[O-])c2)n1 | -6% | -3% | 7% | i | 11% | 13% | -1% | 0% | 0.3%
COc1ccc(NC(=O)c2csnn2)cc1 | 33%[activator] | nt | 4% | i | 26% | 13% | nt | 0% | 13%
CCOc1cc(CN2CCCC(N3CCN(c4ccc(F)cc4)CC3)C2)ccc1OC (configuration not stated) | 11% | 8% | -15% | i | 12% | -28% | 4.1µM* | 10% | 1.6%
COc1ccc(NC(=O)C2CCN(C(=O)c3cccs3)CC2)cc1OC | -4% | 13% | 7% | i | -3% | 3% | -3% | 3% | -0.6%
CC(=O)c1c(C)[nH]c(C(=O)Nc2ccc(C)c(S(=O)(=O)Nc3ccc(C)cc3C)c2)c1C | ? | -16% | 0% | ? | ? | ? | 12µM* | ? | -0.1%
COCCNC(=O)c1ccc(S(=O)(=O)N2CCCc3ccccc32)cc1 | -3% | -8% | -7% | i | -29% | -1% | 3% | 2% | -0.4%
CCCN1C(=O)C2(c3ccccc31)c1c(oc3ccccc3c1=O)C(=O)N2CCO (configuration not stated) | 2% | nt | -6% | i | -8% | -3% | nt | 2% | -0.3%
O=C(c1cc(Cl)cc(Cl)c1)N1CCN(c2cc(C(F)(F)F)nc3ccccc23)CC1 | -12% | -7% | -24% | i | ? | nt | 18% | -10% | -0.2%
Cc1ccccc1NC(=O)c1cccnc1 | 7% | 2% | 6% | i | 9% | nt | -6% | -12% | 0.4%
CCCn1c(SCC(=O)Nc2ccc(Cl)cn2)nnc1C1CC1 | 0% | -7% | -7% | i | 7% | -17% | 0% | 1% | -0.1%
CC1=NN(c2ccccc2)C(=O)/C1=C\c1cn(C)c2ccccc12 | ? | -21% | -33% | i | 15% | -5% | -2% | 0% | 9.3%
CC(=O)Nc1c2c(nn1-c1ccc(F)cc1)CSC2 | -5% | 2% | -2% | i | -2% | nt | 0% | 1% | 0.1%
COc1ccc(/C=C/C(=O)N(C)C2CCS(=O)(=O)C2)cc1 (configuration not stated) | 2% | 2% | 4% | i | 5% | 35% | -1% | -3% | -0.2%
S=P(c1ccc(N2CCOCC2)cc1N1CCOCC1)(N1CCOCC1)N1CCOCC1 | 6% | 4% | 1% | i | 3% | -6% | 10% | 6% | -0.3%
COc1ccccc1N/N=C1\COC(C)(C)CC1=O | -19% | -1% | 17% | i | 10% | 67%[activator] | -3% | 1% | 2.3%
N#Cc1c(SCC(=O)O)nc(N2CCOCC2)c2c1CCCC2 | -6% | 4% | 7% | i | -5% | 0% | -4% | -9% | -0.4%
CC(=O)NC(Cc1ccccc1C)C(=O)NC1CCN(C(=O)c2ccc(C)cc2)CC1 (configuration not stated) | 7% | 1% | 2% | i | 6% | -15% | 9% | 0% | 0.3%
O=S(=O)(CCOc1ccccc1)N1CCOCC1 | -7% | -1% | -20% | i | 13% | 14% | 23% | -9% | 3.8%
S=c1[nH]nc(COc2ccccc2)n1/N=C/c1cccc(Br)c1 | -18% | -8% | -25% | i | -19% | -8% | ? | -1% | 3.6%

Reformatted as labelled records: entries from further up.
> O=C(c1cc2c(=O)[nH]c3ccccc3c2s1)N1CCN(c2ccc(F)cc2)CC1
  TGFb inhibitor: -3%; EPAC2 antagonist: nt; HepG2 viability: 4%; S2 tox: i; Nrf2 inh: 5%; ATXN2 expr inh: 2%; MCF10A rereplic: nt; A549 tox: -1%; Nrf2 activator: -0.9%

> COc1ccc(NC(=O)c2csnn2)cc1
  TGFb inhibitor: 33%[activator]; EPAC2 antagonist: nt; HepG2 viability: 4%; S2 tox: i; Nrf2 inh: 26%; ATXN2 expr inh: 13%; MCF10A rereplic: nt; A549 tox: 0%; Nrf2 activator: 13%

> FC(F)(F)Sc1ccc(NC(=S)NCc2ccccc2)cc1
  TGFb inhibitor: ?; EPAC2 antagonist: -14%; HepG2 viability: -125%; S2 tox: ?; Nrf2 inh: ?; ATXN2 expr inh: nt; MCF10A rereplic: ?; A549 tox: -16%; Nrf2 activator: 3.1%

> FC(F)Oc1ccc(-c2csc(Cc3nnc4n3CCCCC4)n2)cc1
  TGFb inhibitor: 0%; EPAC2 antagonist: -3%; HepG2 viability: -3%; S2 tox: i; Nrf2 inh: ?; ATXN2 expr inh: -8%; MCF10A rereplic: 17%; A549 tox: 0%; Nrf2 activator: -0.7%

Additional results follow:
smiles | TGFb inhibitor | EPAC2 antagonist | HepG2 viability | S2 tox | Nrf2 inh | ATXN2 expr inh | MCF10A rereplic | A549 tox | Nrf2 activator
COc1cccc(OC)c1C(=O)Nc1cccc(C(=O)Nc2cccc(C(=O)O)c2)c1 | 1% | 5% | -15% | i | 1% | 0% | 8% | 2% | -0.2%
CCOc1ccc(CCNC(=O)c2ccc(Cl)c(S(=O)(=O)N3CCOCC3)c2)cc1OCC | -25% | 1% | -14% | i | ? | -11% | ? | -4% | 2.8%
COc1ccccc1CNC(=O)COC(=O)c1nccnc1N | 3% | -8% | -3% | i | 9% | -10% | -1% | -5% | 0.3%
Cn1nnnc1SCCCNCc1cc(Cl)ccc1OCc1ccc(F)cc1 | ? | nt | -38% | nt | -7% | nt | nt | ? | 0.2%
CCC(C(=O)NCC1CCCO1)N(Cc1ccc(F)cc1)C(=O)CNS(=O)(=O)c1ccccc1 (configuration not stated) | 26% | 0% | 15% | i | 1% | 1% | 6% | -14% | -0.4%
Cc1ccccc1N1CCN(C(=O)c2ccccc2NC(=O)c2ccccc2C(=O)O)CC1 | -19% | -5% | -41% | i | -13% | 3% | -1% | 2% | 0.0%
O=C(OCC(=O)N1CCCC1)c1cncc(Br)c1 | 4% | -1% | 1% | i | 6% | 7% | -1% | 9% | 0.0%
Cc1cc(C)c(C#N)c(SCS(=O)Cc2ccc(Cl)cc2)n1 (configuration not stated) | -3% | -4% | -24% | i | 11% | 0% | 2% | -2% | 3.9%
CC(C)c1cnc2c(c1SCC(=O)c1ccccc1)c(=O)n(C)c(=O)n2C | -8% | nt | -24% | nt | nt | nt | nt | 0% | 24%
COc1ccc(C(=O)Nc2ccc3oc(-c4cccnc4)nc3c2)cc1OC | -10%&5% | 4% | -3%&4% | i | 13µM* | -24% | -2% | -3%&1% | 0.1%&-0.5%
CC(C)(Oc1ccc(Cl)cc1)C(=O)Nc1c2c(nn1C(C)(C)C)CS(=O)(=O)C2 | 10% | -9% | 5% | i | -6% | 5% | 6% | 0% | 0.1%
CCOc1ccc(/C=C2\SC(=S)N(NC(=O)c3ccncc3)C2=O)cc1OC | -1% | -3% | 1% | ? | 6% | -30% | -1% | -14% | 1.5%
O=C(CSc1nnc(-c2ccccc2)o1)N1CCCC1 | -8% | -2% | -1% | i | 11% | -6% | -1% | 3% | 0.1%
COC(=O)C1=C(C(=O)OC)[C@@H]2N(C)c3ccc(OC)cc3[C@@]23C[C@@H](C(=O)OC)N(C(=O)NCCBr)C3=N1 | 3% | -2% | 6% | i | -1% | 5% | ? | 0% | 0.0%
CCOc1ccc(-n2c(-c3ccccc3)c[n+]3c2CCCCC3)cc1 | ? | 6% | -28% | i | 2.1µM* | ? | 3% | -18% | 0.3%
Cc1cc(C)n2nc(SCC(=O)N(C(C)C)C(C)C)nc2n1 | -10% | 0% | 1% | i | ? | 4% | -1% | 2% | -0.6%
O=C(NC1CCCCC1)C(c1ccco1)N(C(=O)c1csnn1)c1ccc(Cl)cc1 (configuration not stated) | -15% | -4% | 11% | i | -18% | 4% | 3% | 0% | 2.1%
O=C(C1CC1)N1N=C(c2cccc(Br)c2)CC1(O)C(F)(F)F (configuration not stated) | 0% | -4% | -19% | i | 1% | -28% | 14% | 6% | 2.8%
CC(C)Cn1c(O)c2ccc(C(=O)N=NC(=O)c3cccnc3)cc2c1O | -13% | 2% | -26% | i | 7% | -3% | -2% | -3% | -0.3%
COc1ccc(S(=O)(=O)N2CCCCCC2)cc1C(=O)N(C)Cc1ccc(F)cc1 | 7% | -4% | -33% | i | ? | -10% | -10% | -4% | 0.1%
CCCS(=O)(=O)NC(=O)C1(C)CCN(C(=O)c2nc(C)oc2C)C1 (configuration not stated) | 15% | 14% | -4% | i | nt | 15% | nt | nt | 0.4%
NC(=S)Nc1cc(Cl)ccc1Cl | 6% | 11% | -29% | i | ? | 9% | 0% | -2% | 2.5%
O=C(/C=C/c1cccc([N+](=O)[O-])c1)NCc1ccc2c(c1)OCO2 | 0% | 17% | 10% | i | -21% | -19% | 0% | 10% | 2.7%
Cc1cccn2c(=O)c3cc(C(=O)NC(C)c4ccccc4)c(=N)n(CCCO)c3nc12 (configuration not stated) | -25% | nt | -14% | nt | 13% | 3% | nt | ? | 7.8%
O=C(CSc1ccc2c(c1)OCCO2)NC(=O)NC1CCCC1 | -2% | -4% | -21% | i | ? | -5% | 5% | -5% | 0.1%

High-throughput results deposited in PubChem BioAssay by National Center for Advancing Translational Sciences (NCATS).
